High-throughput results deposited in PubChem by several laboratories.
CHRM5 PAM = potentiates acetylcholine response at human M5 receptor; P08912; CHO-K1 hM5, Fluo-8 calcium, ACh EC20 PAM; 0% = ACh EC20, 100% = ACh EC100; activation, % at 3 µM; actives 0.3% (n = 360,000); AID 624038;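 active = activation above the run cutoff, the mean activation of all test compounds plus 3 SD, cut at about 18% in these data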
Target sequence (P08912 whole entry, looked up): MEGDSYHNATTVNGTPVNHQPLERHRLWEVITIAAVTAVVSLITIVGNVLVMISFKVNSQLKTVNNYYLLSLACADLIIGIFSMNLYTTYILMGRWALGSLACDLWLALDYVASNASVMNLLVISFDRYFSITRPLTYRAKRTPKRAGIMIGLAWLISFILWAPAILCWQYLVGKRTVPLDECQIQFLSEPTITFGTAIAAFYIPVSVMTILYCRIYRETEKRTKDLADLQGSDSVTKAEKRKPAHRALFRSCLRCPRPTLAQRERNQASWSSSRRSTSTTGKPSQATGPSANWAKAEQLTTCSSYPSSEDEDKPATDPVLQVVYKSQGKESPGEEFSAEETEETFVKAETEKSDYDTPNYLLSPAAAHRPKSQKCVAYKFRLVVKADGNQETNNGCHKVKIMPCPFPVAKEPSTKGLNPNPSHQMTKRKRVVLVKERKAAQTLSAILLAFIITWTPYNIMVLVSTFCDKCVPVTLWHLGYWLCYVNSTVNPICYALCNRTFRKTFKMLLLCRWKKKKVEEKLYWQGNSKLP
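System: CHO-K1 hM5 cells. Reagent: acetylcholine, EC20 level. Compound dosing: single dose, 3 µM nominal final test concentration. Timing: Post-acetylcholine fluorescence recording 140 s. Detection: Fluo-8 calcium fluorescence. Read-out: % activation, ACh-normalized. Benchmarks: ACh EC20 and EC100 wells. Repeats: singlicate, one well per test compound.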
M5 ag = agonists of human muscarinic M5 receptor (CHRM5). activation, % at 3 µM. CHO-K1 hM5 cells, Fluo-8 calcium fluorescence; 0% DMSO wells, 100% maximal acetylcholine response. P08912. actives 0.19% (n = 360,000);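 active = activation above the run's mean over test compounds plus 3 SD, cut at about 23% in these data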;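 also: signal is peak over basal fluorescence ratio across the kinetic read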
TAAR1 antag = human TAAR1 antagonism | actives 1.5% (n = 360,000) | inhibition, % at 3 µM | CHO RD-HGA16 TAAR1, Fluo-8 calcium fluorescence, antagonist;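 active = inhibition above a per-plate cutoff, the mean inhibition of test compounds on that plate plus 3 SD, cut at about 49% in these data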;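 also: 0% = DMSO plus EC80 beta-PEA response and 100% = DMSO alone without agonist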
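Material: RD-HGA16 CHO cells with stable hTAAR1 and Gα16; Dosing: single nominal final test compound concentration of 3 µM; Schedule: seeding 17-24 h prior, 75-min 37 °C, 30-min RT dye loading; Detection: kinetic Fluo-8 calcium fluorescence measurement; Measure: % inhibition from peak post-agonist over basal fluorescence ratio; Benchmarks: vehicle and agonist controls.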
CRFR2-BP ag = agonists of human CRF-binding protein/CRF-R2 receptor complex. HEK293 CRF-R2/CRF-BP, calcium dye fluorescence (FLIPR); percent of saturating CRF peptide response. activation, % at 13.2 µM. actives 0.46% (n = 350,000);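 active = activation of at least 50%, plus an integration ratio under a set limit after plate pattern correction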;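 also: plate controls were neutral control wells without compound for no effect and CRF at EC100 for full effect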
CHRM5 antagonist = CHRM5 antagonism in calcium assay. P08912. CHO-hM5 cells, Fluo-8 calcium fluorescence, ACh EC80. inhibition, % at 3 µM. actives 0.59% (n = 360,000). AID 624040;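 active = inhibition above a per-plate cutoff, the mean of that plate's test compounds plus 3 SD, cut at about 27% in these data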;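 also: 0% = acetylcholine EC80 with DMSO and 100% = DMSO without agonist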
CHO-K1 Ca PAM = nonselective activator or artifact in parental CHO-K1 calcium assay; ATP EC20, Fluo-8 calcium fluorescence; 0% at ATP EC20, 100% at ATP max; activation, % at 3 µM; actives 0.02% (n = 360,000);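 active = activation above the run cutoff, the mean activation of all test compounds plus 3 SD, cut at about 40% in these data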;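 also: peak over basal fluorescence ratio in a 140 s read after ATP addition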
TAAR1 ag = human TAAR1 agonism. actives 0.99% (n = 360,000). CHO RD-HGA16 TAAR1, Fluo-8 calcium fluorescence; vehicle wells 0%, saturating PEA agonist 100%. activation, % at 3 µM. Q96RJ0;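 active = activation above the mean activation of all test compounds in the run plus 3 SD, cut at about 38% in these data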
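Test system: RD-HGA16 (CHO) cells co-expressing Gα16 and hTAAR1; dosing: one-point dosing at 3 µM (nominal); timing: 17-24 h seeding, 75 min 37 °C dye, 30 min RT; signal: kinetic Fluo-8 calcium fluorescence; read-out basis: % activation relative to PEA EC100 response; controls: DMSO and PEA EC100; replicates: n 1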
CRFR2-BP antag = CRF-BP/CRF-R2 complex antagonism | inhibition, % at 11.8 µM | HEK293 CRF-R2/CRF-BP, CRF-induced calcium fluorescence | AID 588475 | actives 0.59% (n = 350,000);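 active = inhibition of the ligand-induced calcium signal above about 50% at the single tested concentration, limit read from the data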
M4 PAM = potentiates acetylcholine response at human M4 receptor; P08173; CHO-K1 hM4/Gqi5, Fluo-8 calcium fluorescence, ACh EC20; 0% = ACh EC20, 100% = maximal ACh; activation, % at 3 µM; actives 0.4% (n = 360,000); AID 624126;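 active = activation above its plate's cutoff, the mean activation of sample wells plus 3 SD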; also: some results filed as inactive read as strong as hits
Target sequence (P08173 whole entry, looked up): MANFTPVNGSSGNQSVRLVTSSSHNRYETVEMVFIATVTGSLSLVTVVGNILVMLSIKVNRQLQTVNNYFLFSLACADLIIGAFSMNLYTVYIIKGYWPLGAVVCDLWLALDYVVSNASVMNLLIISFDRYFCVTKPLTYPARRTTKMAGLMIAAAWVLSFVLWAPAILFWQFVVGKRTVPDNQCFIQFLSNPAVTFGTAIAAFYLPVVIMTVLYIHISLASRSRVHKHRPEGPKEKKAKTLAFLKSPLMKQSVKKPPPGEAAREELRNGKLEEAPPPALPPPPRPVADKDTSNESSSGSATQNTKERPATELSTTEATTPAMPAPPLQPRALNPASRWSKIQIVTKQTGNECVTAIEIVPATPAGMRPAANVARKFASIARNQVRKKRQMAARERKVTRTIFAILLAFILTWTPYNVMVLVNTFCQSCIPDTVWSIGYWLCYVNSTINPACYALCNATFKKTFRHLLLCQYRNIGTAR
The depositor's hits bear a star; x = not tested or not shown.

Order of values: CHRM5 PAM, M5 ag, TAAR1 antag, CRFR2-BP ag, CHRM5 antagonist, CHO-K1 Ca PAM, TAAR1 ag, CRFR2-BP antag, M4 PAM
- CN(C)CCNC(=O)/C(=N\O)c1ccccn1
    -5, -1, 2, -0.7, 5, 10, -1, 11, 9
- COc1cccc(CC(=O)OCC(=O)NCC(=O)Nc2cccc(C)c2C)c1
    0, 4, 12, -0.5, 6, -22, 0, 2, -2
- CCOc1ccc(NC(c2ccccn2)c2oc(CO)cc(=O)c2O)cc1 (stereo not given)
    -1, -1, -9, -0.8, -7, 6, 0, 2, 8
- COc1ccc(-n2c(SCC(=O)NCC3CCCO3)nc3c(c2=O)SC(C)C3)cc1 (stereo not given)
    10, -2, 9, -1.3, -10, -7, -1, -7, 4
- C=CCSc1nc2ccccc2n1C(=O)/C=C/c1ccc(OC)c(OC)c1
    -1, 3, -10, -0.2, -3, -13, 2, -23, 3
- COc1ccc(OC)c(N2C(=O)CC(Cc3ccc(Cl)cc3)C2=O)c1 (stereo not given)
    -5, -6, 8, -1.6, 9, 14, 4, 14, 2
- COc1ccc2sc(-c3ccc(S(C)(=O)=O)cc3)c(C#CCO)c2c1
    -16, 2, 46, 0.5, 17, -24, 15, -7, -2
- O=C(CNC(=O)C12CC3CC(CC(C3)C1)C2)OCc1ccc(F)cc1Cl
    -25, 3, 3, -0.9, 9, 1, 4, 1, -2
- CCCCn1c(N)c(N(CCOC)C(=O)CSCc2ccc(C)cc2)c(=O)[nH]c1=O
    0, 0, -16, 1.1, 8, 18, 1, 3, 2
- CCCCN(Cc1ccc(C(=O)N[C@H](C(=O)O)C(C)C)cc1)C(=O)C(c1ccccc1)c1ccccc1
    -1, -1, -26, 6.0, 9, 10, 1, 10, -6
- COc1ccc(NC(=O)c2ccccc2NC(=O)COc2ccccc2)cc1
    1, -7, 8, 4.7, 2, 12, 5, -5, 1
- Cc1cc(NC(=O)CCC(=O)N(CC2CCCO2)C(C(=O)NC2CCCC2)c2ccccc2C)no1 (stereo not given)
    1, -3, -7, 0.4, 5, 18, 7, -19, -3
- COc1ccccc1-c1nc(-c2ccccc2)nc(N2CCN(C)CC2)c1C#N
    -2, -1, 6, -0.4, 4, -9, 8, -7, -5
- Cc1ccc(C2/C(=C(/O)c3ccc4c(c3)CC(C)O4)C(=O)C(=O)N2CCCn2ccnc2)cc1 (stereo not given)
    8, -1, -15, -0.6, -10, -22, 0, -7, -3
- CCC(C(=O)NCC1CCCO1)N(Cc1ccccc1)C(=O)CNS(=O)(=O)c1ccccc1 (stereo not given)
    2, -4, -4, 1.2, -4, 16, 1, -4, -2
- CC(C)N(Cc1ccccc1)S(=O)(=O)c1ccc(Cl)nc1
    11, -4, -23, -3.2, -6, -3, 2, -1, 6
- COc1ccc(NC(=O)CC(NCCc2ccccc2)C(=O)O)c(OC)c1 (stereo not given)
    -4, 0, 12, 0.2, 5, -4, 34, 14, 8
- C=CCn1c(CCc2cc(C(C)(C)C)c(O)c(C(C)(C)C)c2)n[nH]c1=S
    3, -10, -1, -0.4, 1, 8, 1, -18, -2
- CCCCN(CCCNC(=O)C1CCN(S(=O)(=O)CC)CC1)c1ccccc1
    -1, -2, -8, -1.1, -1, 3, 0, 0, -5
- CCCCc1nc(C(N)=O)c2[nH]c(=O)n(-c3ccc(OC)c(OC)c3)c2n1
    2, -2, x, 0.6, 10, 6, x, -4, 7
- Cn1c(N)c(C(=O)CSc2n[nH]c(N)n2)c(=O)n(C)c1=O
    -6, 0, -14, 1.9, 1, -10, 1, 9, 14
- Cc1occc1-c1nnc(SCC(N)=O)n1Cc1ccccc1
    2, -1, -3, 1.9, -12, 28, 5, -8, 5
- O=C(CCNC(=O)c1ccco1)Nc1ccc(N2CCOCC2)cc1
    -5, 1, -17, -1.2, 2, 8, 4, 5, 0
- O=C(O)c1ccc(N/N=C/C=C/c2ccc([N+](=O)[O-])o2)cc1
    -10, 36*, 42, 38, 28*, -1, 33, -49, -21
- Cc1ccc(NC(=O)CS(=O)CC(=O)Nc2cccc(C)c2C)cc1F (stereo not given)
    -1, 0, -6, 0.4, 2, 15, 13, -5, -1
- CSc1ccccc1NC(=O)CN(c1ccccc1Br)S(C)(=O)=O
    9, 0, -6, 1.7, 3, 16, 0, -11, 11
- CCC(=O)N1CCN(c2ccc(NC(=O)c3ccc4c(c3)OCCO4)cc2)CC1
    3, 4, -9, 0.9, -5, 22, 4, -2, 10
- CCc1ccc(/C=N/NC(=O)C(=O)NCCCN2CCOCC2)cc1
    -5, -5, -5, -0.9, 1, -8, -2, 16, 0
- CCOc1cc(N2CCOCC2)c(OCC)cc1NC(=O)c1ccc2ncsc2c1
    3, 4, 0, 0.4, -6, 16, 3, 2, 3
- Cc1ccc(-c2csc3ncn(CC(=O)OC(C)C)c(=O)c23)cc1
    4, -1, 7, 0.6, -2, 21, 2, -12, -5
- CC(=O)Nc1c(O)nc(SCC(=O)Nc2c(C)cccc2C)[nH]c1=O
    -6, -4, -6, -1.1, 10, 0, 6, -13, -3
- CCOC(=O)/C=C/c1cccc(OC)c1O
    9, -1, 1, x, -6, x, -1, x, -4
- CCNCC(=O)N1c2ccccc2CCc2ccc(NC(=O)OCC)cc21
    9, -9, x, -0.1, 2, -5, x, -3, 0
- O=C(N/N=C/c1ccc(N2CCOCC2)cc1)C1CC1
    -2, -1, 0, -0.5, 9, 19, 4, 2, 6
- COC(=O)C1C(=O)C(C(=O)c2ccccc2)C(=O)CC1(C)C (stereo not given)
    5, -7, -10, 0.0, 6, 18, 4, -4, 8
- O=C(O)CCN1C(=O)c2ccc(Oc3ccc4c(c3)C(=O)N(CCC(=O)O)C4=O)cc2C1=O
    2, 0, 4, 2.8, -9, 15, 0, -5, -2
- COCCCNc1nc2c(-c3ccc(Cl)cc3)nnn2c2ccccc12
    1, 2, -1, 1.4, 6, 15, 0, 2, 3
- CCOC(=O)N1CCN(C(=O)C2c3cc(OC)c(OC)cc3C(=O)N3CCc4ccccc4C23)CC1 (stereo not given)
    5, -6, -4, 0.7, -8, 5, 12, -1, -7
- COC(=O)c1ccc(Cn2nnc3c(=O)[nH]c(C4CCN(S(=O)(=O)c5ccc(F)cc5)CC4)nc32)cc1
    4, -4, 2, 0.0, -6, 21, -2, 4, 6
- O=C(O)/C(=C\c1cn(-c2ccccc2)nc1-c1ccc(Cl)cc1)NC(=O)c1ccccc1
    5, 0, -1, -3.4, -3, 13, 6, 7, 19

Compound profiles, as listed above. Screens in order: CHRM5 PAM	M5 ag	TAAR1 antag	CRFR2-BP ag	CHRM5 antagonist	CHO-K1 Ca PAM	TAAR1 ag	CRFR2-BP antag	M4 PAM
`CCCCn1c(N)c(N(CCOC)C(=O)CSCc2ccc(C)cc2)c(=O)[nH]c1=O` across the screens: 0	0	-16	1.1	8	18	1	3	2
`COc1ccc2sc(-c3ccc(S(C)(=O)=O)cc3)c(C#CCO)c2c1` across the screens: -16	2	46	0.5	17	-24	15	-7	-2
`CC(C)N(Cc1ccccc1)S(=O)(=O)c1ccc(Cl)nc1` across the screens: 11	-4	-23	-3.2	-6	-3	2	-1	6

Next part:
Order of values: CHRM5 PAM, M5 ag, TAAR1 antag, CRFR2-BP ag, CHRM5 antagonist, CHO-K1 Ca PAM, TAAR1 ag, CRFR2-BP antag, M4 PAM
- O=C(NCCN1CCOCC1)C(=O)NCC1OCCN1C(=O)c1ccc(Cl)cc1 (stereo not given)
    -1, 0, -5, 4.9, 5, 22, -1, 3, 5
- Cc1ccc(-n2c(C)cc(C3N=C(N)Nc4nc5ccccc5n43)c2C)c(C)c1 (stereo not given)
    1, -4, -52, -1.3, -5, 7, 5, -10, 0
- NC(=NC(=O)c1ccc(OC(F)(F)F)cc1)c1ccc(C(F)(F)F)cn1
    -14, 0, -8, 0.0, 11, 20, 0, 8, -15
- CCOc1ccc(Oc2c(/C=N/NC(N)=O)c(C)nn2-c2ccccc2)cc1
    0, -2, -9, 0.4, 2, 1, 3, 10, 2
- O=C(Nc1ccccc1)NC1(C(=O)NCc2cccs2)CCCCC1
    -11, -1, -10, 1.8, 5, -3, 8, -2, -4
- COc1ccc(Cl)cc1C(=O)NNC(=S)NC(=O)c1ccc(F)c(F)c1
    -4, -1, x, 142*, 5, 6, x, 62*, -1
- N#Cc1ccc(C(=O)Nc2cccc3ncccc23)c(F)c1
    -14, -1, -6, -0.2, 6, -1, 2, 1, -7
- O=C(NCCc1ccncc1)Nc1ccc(F)cc1
    2, 3, -11, -1.0, 3, 13, 6, 8, -5
- Cc1ccc(CN(C#N)c2nc(C)cc(C)n2)cc1
    4, -6, 8, -0.4, 10, 9, 3, 34, 6
- O=C(Nc1ccc(Cl)cc1Cl)c1ccc(-c2ccccc2)cc1
    8, 3, 6, 2.1, -4, 6, 4, 6, 9
- COc1ccc(S(=O)(=O)N2CCN(Cc3ccccc3)CC2)cc1OC
    3, 4, 3, -0.5, -6, 15, 0, 18, 2
- CC(C)(C)C1=Nn2c(nnc2-c2ccccn2)SC1
    5, -2, -2, -3.3, -2, 13, 18, 1, -4
- S=C(NCCN1CCOCC1)Nc1ccc(Br)cc1
    3, 0, 0, -5.6, -1, 11, 4, 9, 1
- COc1ccc(C2N3CC4(C)CN2CC(C)(C3)C4=O)cc1OC (stereo not given)
    -1, -2, 7, 4.2, -8, 17, 0, -25, 9
- FC(F)(F)c1cccc(-c2nnc(-c3ccccc3)c(N3CCOCC3)n2)c1
    -2, 3, -24, -0.3, -3, 21, 19, 2, -3
- CC(=O)c1nn(-c2cccc(C)c2)cc1C(=O)c1cccc(Br)c1
    9, 0, 10, 2.3, -4, 12, -1, 3, 2
